Screening results: PubChem BioAssay, National Center for Advancing Translational Sciences (NCATS)
TDP1 block – TDP1 (human) enzyme inhibition | recombinant TDP1, AlphaScreen DNA substrate cleavage | Potency, µM (highest dose often 130 µM), without a hit: at the top dose activity change, negative = inhibition, hits mostly inhibitors | actives 0.28% (n = 350,000); further: nearly all actives have a fitted effect of over 40% in size
Target sequence (Q9NUW8 whole entry, looked up): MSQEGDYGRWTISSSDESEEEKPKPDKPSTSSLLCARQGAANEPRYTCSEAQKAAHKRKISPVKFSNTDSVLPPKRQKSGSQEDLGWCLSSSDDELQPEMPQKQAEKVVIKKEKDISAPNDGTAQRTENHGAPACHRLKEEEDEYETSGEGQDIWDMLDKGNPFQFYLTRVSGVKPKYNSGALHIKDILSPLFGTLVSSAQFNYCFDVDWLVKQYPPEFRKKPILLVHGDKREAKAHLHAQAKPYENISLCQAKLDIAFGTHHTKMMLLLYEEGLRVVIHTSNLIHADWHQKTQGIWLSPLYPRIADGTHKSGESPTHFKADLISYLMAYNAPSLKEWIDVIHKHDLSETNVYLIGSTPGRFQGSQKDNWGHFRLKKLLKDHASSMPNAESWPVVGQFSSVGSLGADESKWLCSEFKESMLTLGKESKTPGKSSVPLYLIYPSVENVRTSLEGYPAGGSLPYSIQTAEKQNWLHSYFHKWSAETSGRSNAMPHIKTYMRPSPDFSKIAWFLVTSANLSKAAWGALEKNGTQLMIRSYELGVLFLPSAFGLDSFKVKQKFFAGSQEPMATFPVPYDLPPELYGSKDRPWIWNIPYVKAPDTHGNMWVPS
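E. coli-derived human Tdp1, 1 nM final. Cpd preinc 15 min RT; substrate 15 nM final, 5 min RT; AS bead mix 10 ug/ml final, 10 min RT. Signal loss = tyrosine-FITC cleavage. No-enzyme wells = max signal.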
TDP1 cell noCPT – qHTS for Inhibitors of human tyrosyl-DNA phosphodiesterase 1 (TDP1): qHTS in cells in absence of CPT. AID 686978, 2013. Potency, µM (highest dose often 46.2 µM), for inactives: at the highest dose activity change, negative = growth inhibition, actives largely listed as inhibitors. actives 15% (n = 420,000). DT40 Tdp1-/- hTDP1 cells, no CPT, ATP luminescence, 48 h; further: nearly all actives have a fitted effect of over 55% in size
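A cellular qHTS used chicken DT40 cells lacking endogenous Tdp1 but carrying stably transfected human TDP1. Compounds were applied without camptothecin, and cell growth kinetics were judged by ATP-dependent luminescence after ≥48 hr.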
DT40 TDP1 CPT – DT40-hTDP1 cell growth loss with CPT. AID 686979. Potency, µM (top dose mostly 46.2 µM), for the others: at the top dose activity change, negative = growth inhibition, usual class: inhibitors. chicken DT40 Tdp1-/-;hTDP1 cells + 20 nM CPT, ATP luminescence, 48 h. actives 12% (n = 420,000); further: nearly all actives have a fitted effect of over 55% in size
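Chicken DT40 Tdp1-/- cells stably complemented with human TDP1 were seeded at 400 cells/well in medium containing 20 nM camptothecin, exposed to pin-transferred compounds, and grown at 37 °C for at least 48 hr. Viability was read as ATP luminescence.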
* hit, by the source's call; ? = inconclusive; / = not tested or not shown. The call rests on the fitted dose curve; in most records, active means well fitted curve in the direction sought with a large enough effect; inconclusive means small, poorly fitted or top-dose-only effect, or another doubt; inactive means no such curve, though single readings can be large; an effect the other way counts as inactive or inconclusive. On the % scale 0 is the no-effect control and ±100 the full control effect; potency means the concentration at half of the fitted maximal effect.

SMILES	TDP1 block	TDP1 cell noCPT	DT40 TDP1 CPT
COc1ccc(CCNC(=O)COc2cc(=O)n(C)c3ccccc23)cc1OC	1.2%	-17.6%	16.7%
CCc1nc2ccc(C(=O)N3CCN(C(=O)c4ccco4)CC3)cn2c1N(CC)CCOC	/	-11.4%	-5.0%
Cc1cccc(C)c1NC(=O)NC1(C(=O)N2CCOCC2)CCCCC1	1.2%	-9.6%	1.1%
O=c1c(CCc2ccccc2)nc2cnc(N3CCNCC3)nc2n1-c1ccccc1	/	4.5%	-26.9%
COCCCN(C(=S)Nc1cc(Cl)cc(Cl)c1)C(C)c1ccncc1 (stereo not drawn)	4.2%	?	?
O=C(NC1=NCCS1)c1cccc(N2C(=O)c3ccccc3C2=O)c1	6.2%	-4.3%	0.9%
CC(=O)N1c2ccc(S(=O)(=O)NCC3CCC(C(=O)N4CCC(C)CC4)CC3)cc2CC1C (stereo not drawn)	9.0%	?	?
COc1ccc(C(C)N2CC34C=CC(O3)C(C(=O)O)C4C2=O)cc1 (stereo not drawn)	3.1%	-0.5%	1.4%
COCC(=O)NC1CCN(S(=O)(=O)c2ccc(C(=O)O)cc2)CC1	-13.7%	13.4%	10.2%
Cc1cc(C)c(C#N)c(SCC(=O)Nc2ccc3c(c2)OCO3)n1	2.6%	-22.8%	-18.3%
Nc1nc2ncccn2c1-c1ccccc1	/	0.2%	6.9%
NS(=O)(=O)c1cc(C(=O)OCC(=O)c2ccccc2)c(Cl)cc1Cl	2.7%	-12.6%	7.2%

Gathered by group, the entries above containing sulfur
SMILES	TDP1 block	TDP1 cell noCPT	DT40 TDP1 CPT
COCCCN(C(=S)Nc1cc(Cl)cc(Cl)c1)C(C)c1ccncc1 (stereo not drawn)	4.2%	?	?
O=C(NC1=NCCS1)c1cccc(N2C(=O)c3ccccc3C2=O)c1	6.2%	-4.3%	0.9%
CC(=O)N1c2ccc(S(=O)(=O)NCC3CCC(C(=O)N4CCC(C)CC4)CC3)cc2CC1C (stereo not drawn)	9.0%	?	?
COCC(=O)NC1CCN(S(=O)(=O)c2ccc(C(=O)O)cc2)CC1	-13.7%	13.4%	10.2%
Cc1cc(C)c(C#N)c(SCC(=O)Nc2ccc3c(c2)OCO3)n1	2.6%	-22.8%	-18.3%
NS(=O)(=O)c1cc(C(=O)OCC(=O)c2ccccc2)c(Cl)cc1Cl	2.7%	-12.6%	7.2%

Next part.
SMILES	TDP1 block	TDP1 cell noCPT	DT40 TDP1 CPT
CCCn1c(=O)c2c(c3ccccc31)OCC(=O)N2	1.1%	-0.4%	1.4%
CC(=O)Nc1ccc(NS(=O)(=O)c2ccccc2)c2ccccc12	/	2.8%	3.6%
COc1cccc(N2CCN(CC(=O)Nc3ccc(-n4cnnn4)cc3)CC2)c1	-5.1%	-3.2%	-28.2%
N#Cc1c(NC(NC(=O)c2ccco2)C(=O)c2ccccc2)sc2c1CCCC2 (stereo not drawn)	5.6%	-22.9%	-1.4%
CC1=C/C(=C(/c2cc(C)c(O)c(Br)c2)c2ccccc2S(=O)(=O)O)C=C(Br)C1=O	/	?	?
O=C(CCc1nc2ccccc2c(=O)[nH]1)OCC(=O)c1ccc(C2CCCCC2)cc1	2.6%	?	-6.8%
CC(C)c1cccc(C(C)C)c1NC(=O)CCl	-5.1%	16.4µM*	?
Cc1ccccc1C(=O)NC1CCSC1=O (stereo not drawn)	/	3.1%	1.0%
CCc1ccccc1NC(=O)Cn1nnc(-c2cccs2)n1	-1.0%	1.3%	-18.4%
O=C(O)C1CCCCC1C(=O)NCc1ccncc1 (stereo not drawn)	-2.6%	-17.4%	-1.4%
C=CCn1c(SCC(=O)Nc2ccc(C)cc2C)nnc1-c1cccnc1	-1.8%	-0.2%	5.2%
COc1ccc(N2CCN(C(=O)CCNS(=O)(=O)c3ccc4c(c3)CCC(=O)N4)CC2)cc1	-1.7%	?	-19.3%

Part of the list above in a different format:
> N#Cc1c(NC(NC(=O)c2ccco2)C(=O)c2ccccc2)sc2c1CCCC2 (stereo not drawn)
  TDP1 block: 5.6%
  TDP1 cell noCPT: -22.9%
  DT40 TDP1 CPT: -1.4%
> CC1=C/C(=C(/c2cc(C)c(O)c(Br)c2)c2ccccc2S(=O)(=O)O)C=C(Br)C1=O
  TDP1 block: /
  TDP1 cell noCPT: ?
  DT40 TDP1 CPT: ?
> O=C(CCc1nc2ccccc2c(=O)[nH]1)OCC(=O)c1ccc(C2CCCCC2)cc1
  TDP1 block: 2.6%
  TDP1 cell noCPT: ?
  DT40 TDP1 CPT: -6.8%
> CC(C)c1cccc(C(C)C)c1NC(=O)CCl
  TDP1 block: -5.1%
  TDP1 cell noCPT: 16.4µM*
  DT40 TDP1 CPT: ?

Carrying on:
SMILES	TDP1 block	TDP1 cell noCPT	DT40 TDP1 CPT
CCOC(=O)C1=C(C)n2c(s/c(=C3\C(=O)Nc4ccccc43)c2=O)=NC1c1ccc(OC)cc1 (stereo not drawn)	3.0%	20.6µM*	?
Cn1nc(C(F)(F)F)c(/C=N/OC(=O)c2ccccc2)c1Sc1ccc(Cl)cc1	-2.3%	23.1µM*	23.1µM*
CC1(C)CC2CC(C)(CN2S(=O)(=O)c2ccc(C(=O)Nc3ccc(Cl)c(S(=O)(=O)N4CCOCC4)c3)cc2)C1 (stereo not drawn)	3.9%	3.66µM*	3.26µM*
COc1ccc(CCNC(=O)c2ccc3c(c2)SC2=NS(=O)(=O)CCN23)cc1	/	-18.4%	-2.8%
CC(=O)Nc1ccc(NC(=O)C2CCCN(c3nnc(-n4cccc4)s3)C2)cc1 (stereo not drawn)	2.0%	-3.5%	-20.6%
Cc1nn(-c2ccccc2)c(C)c1C(=O)N1CCN(S(=O)(=O)c2ccccc2)CC1	1.8%	?	-25.7%
CN(C(=O)c1ccc(NC(=O)Cc2ccc(NC(=O)C3CCN(C(=O)C4CCCCC4)CC3)cc2)cc1)C1CCCC1	/	20.6µM*	?
OC(CN1CCC(Cc2ccccc2)CC1)C(F)(F)F (stereo not drawn)	/	-2.8%	2.4%
Cc1ccc(N2C(=O)C3C4C=CC(CC4)C3C2=O)cc1Cl (stereo not drawn)	/	-6.2%	-2.6%
COc1ccc(N2C(=O)CSC2c2ccncc2)cc1 (stereo not drawn)	2.2%	-5.1%	4.1%
COc1ccc(NC(=O)N2CCCC3(CCN(S(C)(=O)=O)CC3)C2)cc1	/	-11.2%	2.9%
C[C@H]1CN([C@@H](C)CO)C(=O)CCCn2nncc2CO[C@@H]1CN(C)Cc1ccc(-c2ccccc2)cc1	/	10.3µM*	9.2µM*
Cc1ccc2occ(CC(=O)N(Cc3ccccc3Cl)C3CCS(=O)(=O)C3)c2c1 (stereo not drawn)	7.4%	23.1µM*	?
CCOC(=O)C1C(C(=O)NN)C1C(=O)Nc1ccccc1 (stereo not drawn)	5.9%	-26.0%	4.1%
Cc1ccc(Nc2nc(-c3ccc(S(=O)(=O)N4CCOCC4)cc3)cs2)cc1	/	?	?
S=C(NCCc1ccccc1)N1CCN(C(=S)NCCc2ccccc2)CC1	-3.9%	-9.3%	-8.3%
O=c1cc(O)c2ccccc2n1Cc1ccccc1Cl	-2.6%	0.6%	-8.0%
CCCn1c(N)c(Sc2ccccc2)c(=O)n(CCC)c1=O	5.2%	14.6µM*	?
CC(=O)c1cccc(NC(=O)CN(c2cc(C)cc(C)c2)S(=O)(=O)c2c(C)noc2C)c1	7.0%	18.4µM*	16.4µM*
CCOC(=O)C1=CCN(S(=O)(=O)c2ccccc2Br)C1c1ccc(Br)cc1 (stereo not drawn)	/	?	?
CC1(C)CC(NC(=O)Cc2ccccc2)CC(C)(C)N1	/	-7.1%	-11.2%
Cc1ccc(CNc2ccc(-c3nc(-c4ccncc4)no3)cc2[N+](=O)[O-])cc1	14.3%	-7.2%	-11.4%
CCCCCC(=O)N1CC2(C)CN(C(=O)CCCCC)CC(C)(C1)C2=O	5.6%	?	?
CN(c1ccccc1)S(=O)(=O)c1ccc(NC(=O)c2ccccc2)cc1	0.0%	?	-21.6%
C[C@@H]1CN([C@@H](C)CO)C(=O)c2cc(NC(=O)c3ccncc3)ccc2O[C@@H](C)CCCCO[C@@H]1CN(C)C(=O)Cc1ccccc1	/	-6.4%	-2.0%
COc1ccc(CCNC(=O)c2nc3ncccn3n2)cc1OC	4.3%	16.4µM*	?
COCCCNC(=O)Cn1c(=O)n(CCCCCC(=O)NCc2ccc3c(c2)OCO3)c(=O)c2sccc21	2.5%	-0.1%	1.7%
O=C(NCc1ccccc1CN1CCCC1)c1cccc(N2CCCC2=O)c1	0.7%	-3.8%	-4.3%
COc1ccc(S(=O)(=O)N/N=C(/C)c2ccncc2)c(OC)c1	2.8%	9.5%	?
CN(CC(=O)O)c1ccc(S(=O)(=O)N2CCOCC2)cc1[N+](=O)[O-]	3.5%	7.3%	8.4%
FC(F)(F)c1nc2ccccc2nc1N/N=C/c1c(Cl)cccc1Cl	5.6%	-4.6%	1.1%
O=C(Cn1cc(C(=O)C(=O)N2CCOCC2)c2ccccc21)Nc1cccc(C(F)(F)F)c1	/	?	?
O=C(CC(=O)N/N=C/c1ccc(O)cc1)N/N=C/c1ccc(O)cc1	0.0%	20.3%	-18.4%
CN(C)C(/C=C/Nc1ccc(F)cc1)=C(C#N)C#N	-2.0%	1.1%	5.9%
Cc1ccc(C(=O)Nc2nc(=O)n(C(=O)CC(C)C)s2)cc1	5.3%	-18.2%	-29.2%
Clc1ccc(SCc2csc(N3CCOCC3)n2)cc1	0.0%	-29.0%	-0.9%
CCOC(=O)C1CCN(C(=O)Cn2nc(C)n3c(cc4c(OC)cccc43)c2=O)CC1	-2.9%	-15.6%	-17.4%
Cc1ccc(S(=O)(=O)Cc2ccc(C(=O)N3CCC(C(N)=O)CC3)o2)cc1	0.1%	21.6%	-14.5%
Cc1ccc(NS(=O)(=O)c2cc(Br)cc3c2N(C(=O)C2CC2)CC3)cc1C	0.0%	2.06µM*	2.59µM*
CCOc1ccc(N(CC(=O)N2CCN(c3ccccc3OC)CC2)S(=O)(=O)c2ccc(F)cc2)cc1	3.5%	?	?
O=C(CN1CCN(C(=O)c2ccc(-c3nc4ccccc4s3)o2)CC1)Nc1ccccc1Cl	4.2%	?	?
CCc1nnc(NC(=O)CSc2nnc(-c3ccc(S(=O)(=O)N(CC)CC)cc3)n2CC)s1	-2.0%	-26.0%	-7.7%
CC(C)OC(=O)Cn1cc(C#N)c2ccccc21	3.7%	-5.2%	0.7%
CCCCOCCCNC(=O)CN1C(=O)c2ccccc2C1=O	5.1%	-4.4%	-2.4%
O=C(CSc1n[nH]c(-c2ccncc2)n1)NC1CCS(=O)(=O)C1 (stereo not drawn)	2.0%	-16.1%	-2.9%
COc1ccc(-c2cc(C(F)(F)F)nc(N3CCCCC3)n2)cc1OC	/	?	?
COc1cc2ccccc2cc1C(=O)Nc1ccc(Cc2ccncc2)cc1	12.4%	25.9µM*	18.4µM*
Cc1ccc(O)c(NC(=S)NC(=O)c2ccccc2Cl)c1	6.0%	?	?
Cc1cc(OC(=O)c2ccc(S(=O)(=O)N3CCOCC3)cc2)c([N+](=O)[O-])c(=O)[nH]1	-10.5%	-13.1%	-4.9%
COc1ccccc1OC(=O)c1cc(Cl)nc2ccccc12	-7.9%	-2.4%	-28.8%
COc1ccc(/C=N/Nc2cc(C)nc(N)n2)cc1	0.6%	-7.7%	-23.5%
CCOC(=O)CSc1nnc(-c2ccc(NS(=O)(=O)c3ccc(C)cc3)cc2)o1	1.1%	-28.8%	-14.6%
COc1cccc(CN2CCN(S(=O)(=O)c3ccc(Br)cc3)CC2)c1	2.3%	-29.7%	-22.5%
CSc1ncccc1C(=O)N(C)CC(=O)Nc1ccc(Cl)cc1	/	?	-3.0%
CCN(CC(=O)Nc1ccc(NC(C)=O)cc1)C(=O)CN1C(=O)NC2(CCCC2)C1=O	-0.1%	-6.0%	7.1%
CC(OC(=O)c1cc2ccccc2cc1O)C(=O)Nc1ccc(S(N)(=O)=O)cc1 (stereo not drawn)	2.7%	-22.6%	-12.2%
COc1cc(/C=C/c2nc3ccccc3nc2/C=C/c2cc(OC)c(OC)c(OC)c2)cc(OC)c1OC	/	4.47µM*	1.26µM*
CCOC(=O)C1CCN(C(=O)COC(=O)/C=C/c2cccc(OC)c2OC)CC1	-0.6%	-16.0%	2.6%
N=C1CCCC1C(=S)SCCC(N)=O (stereo not drawn)	/	1.4%	13.3%
O=C(NCCc1ccco1)C(=O)NCC1CCCN1S(=O)(=O)c1ccccc1 (stereo not drawn)	1.5%	4.11µM*	11.6µM*
CC(C)[C@H](NC(=O)N1CCn2c1nc1ccccc12)C(=O)NCc1ccco1	1.7%	7.6%	-4.5%
Cc1ccc(/C=C2\SC(=S)N(CCC(=O)Nc3ccc(O)cc3)C2=O)cc1	/	-12.5%	12.0%
CC1CN(C(=O)C2CCCCC2)C(C)CN1C(=O)C1CCCCC1 (stereo not drawn)	7.4%	-1.9%	-12.9%
